15-hLO-2 inh – qHTS Assay for Inhibitors of 15-hLO-2 (15-human lipoxygenase 2); Polyunsaturated fatty acid lipoxygenase ALOX15B (Homo sapiens), O15296; purified 15hLO-2, xylenol orange hydroperoxide absorbance; Potency, µM (series often up to 57.1 µM), inactives show top-dose activity change, negative = inhibition, most hits filed as inhibitors; 110,000 tested, 0.56% active; note: potency is the fitted concentration of half-maximal effect; nearly all actives have a fitted effect of over 60% in size; many of its hits are not listed in these tables
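Read-out: hydroperoxide product oxidises ferrous iron, measured as xylenol orange complex via the 573-to-405 nm absorbance ratio after 30 min. Reaction: 50 nM enzyme, 15 min compound preincubation, 45 uM arachidonic acid, 90 min RT, Hepes pH 7.5 with Triton X-100.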
IMPase cell inh – qHTS Assay for Identifying the Cell-Membrane Permeable IMPase Inhibitors | Inositol monophosphatase 1 (Rattus norvegicus), P97697 | CHO-M1 cells, IP1 accumulation, HTRF TR-FRET ratio | inhibition (IP1 accumulation), % at 46.1 µM | 120,000 tested, under 10 active | AID 901, 2007; active = well fitted curve in the direction sought with a large enough effect in the signal ratio, not every such curve was filed as active; inconclusive = small, poorly fitted or top-dose-only effect, or a change in a side signal; inactive = no such curve, though single readings can be large or run the other way; the % refers to the signal ratio;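 note: cells stimulated with carbachol in lithium chloride buffer; plate controls were DMSO basal wells for no effect and reference inhibitor wells for full effect; higher means more IMPase inhibition seen as more IP1 and lower FRET ratio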
Target sequence (P97697 whole entry, looked up): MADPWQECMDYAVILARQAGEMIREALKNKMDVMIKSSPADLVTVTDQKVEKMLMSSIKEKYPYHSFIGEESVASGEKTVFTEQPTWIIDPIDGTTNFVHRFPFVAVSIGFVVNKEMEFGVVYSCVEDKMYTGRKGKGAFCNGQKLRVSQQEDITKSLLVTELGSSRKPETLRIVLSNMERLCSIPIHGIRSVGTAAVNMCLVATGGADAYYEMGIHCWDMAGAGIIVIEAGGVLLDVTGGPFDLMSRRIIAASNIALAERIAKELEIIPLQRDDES
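CHO-M1, 2000 cells/well, cultured 16–30 h; cpd up to 46 uM; carbachol (50 uM solution, stimulation buffer w/ 50 mM LiCl, pH 7.4), 30 min 37C; IP-One TR-FRET, 10 min RT; Ex 320/Em 665, 620; Hill-fit AC50.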
PNC inhibitor – High Content Assay for Compounds that inhibit the Assembly of the Perinucleolar Compartment; PC3M PTB-GFP, PNC prevalence imaging, 16 h; stronger effect = lower value; activity change (PNC), negative = inhibition, % at 10 µM; 140,000 tested, 3.1% active; AID 2417, 2010;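 active = readout at or below -70, meaning at least 70% loss of cells showing the perinucleolar compartment, a nuclear body marking cancer cells; inconclusive = readout between -30 and a set limit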;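 note: plate controls were DMSO wells for no effect and camptothecin positive control wells for full effect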
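PC3M cells stably expressing PTB-GFP, 750–1000 cells/well, treated 16 h at 37 °C with compound (23 nl of library stock), in duplicate. After paraformaldehyde fixation and Hoechst stain, imaged at 20x; PNC prevalence scored by image analysis.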
ALOX12 inhib – qHTS Assay for Inhibitors of 12-hLO (12-human lipoxygenase). Polyunsaturated fatty acid lipoxygenase ALOX12 (Homo sapiens), P18054. purified 12-hLO, xylenol orange hydroperoxide absorbance. Potency, µM (top dose mostly 57.1 µM), for the others: top-dose activity change, negative = inhibition, hits mostly inhibitors. 150,000 tested, 0.12% active. AID 1452, 2008; note: potency is the fitted concentration of half-maximal effect; nearly all actives have a fitted effect of over 55% in size; many of its hits are not listed in these tables
Target sequence (P18054 whole entry, looked up): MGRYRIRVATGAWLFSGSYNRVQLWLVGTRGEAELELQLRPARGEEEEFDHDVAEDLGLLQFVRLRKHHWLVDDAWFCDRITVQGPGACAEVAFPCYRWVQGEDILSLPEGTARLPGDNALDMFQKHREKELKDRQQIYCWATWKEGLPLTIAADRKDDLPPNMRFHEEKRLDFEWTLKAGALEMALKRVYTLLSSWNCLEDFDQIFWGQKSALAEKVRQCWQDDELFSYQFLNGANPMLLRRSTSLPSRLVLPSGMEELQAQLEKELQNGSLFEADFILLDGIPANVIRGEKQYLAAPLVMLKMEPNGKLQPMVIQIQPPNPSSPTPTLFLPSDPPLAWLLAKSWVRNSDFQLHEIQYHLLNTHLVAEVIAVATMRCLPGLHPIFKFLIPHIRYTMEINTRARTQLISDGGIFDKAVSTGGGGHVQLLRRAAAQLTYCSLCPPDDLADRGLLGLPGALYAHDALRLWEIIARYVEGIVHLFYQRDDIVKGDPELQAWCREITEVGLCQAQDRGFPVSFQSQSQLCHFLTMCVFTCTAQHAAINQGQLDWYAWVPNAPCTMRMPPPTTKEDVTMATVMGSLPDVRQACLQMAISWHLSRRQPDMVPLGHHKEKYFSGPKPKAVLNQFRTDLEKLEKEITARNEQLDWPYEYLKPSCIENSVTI
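Lipoxygenase turnover measured by absorbance at 573 and 405 nm after Fe-XO development. Human 12hLO 150 nM, arachidonate 40 uM, pH 7.0 Hepes buffer with detergent; 15 min compound preincubation, 30 min reaction.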
An asterisk follows results filed as active; ? = inconclusive; · = no result given; & = joins results of further samples; [ ] = another dose, or the depositor's remark. Unless noted, calls come from the whole dose curve; as a rule, active = well fitted curve in the direction sought with a large enough effect; inconclusive = small, poorly fitted or top-dose-only effect, or another doubt; inactive = no such curve, though single readings can be large; an effect the other way counts as inactive or inconclusive. Unless noted, % is set by controls: 0 for no effect and ±100 for the full control effect. The list is partial; count on the stated rates, not on these rows.

SMILES	15-hLO-2 inh	IMPase cell inh	PNC inhibitor	ALOX12 inhib
Cc1ccc(N2C(=O)CC(NCc3ccc4c(c3)OCO4)C2=O)cc1Cl (stereo not drawn)	-2%	2	1	-9%
O=c1c2ccccc2nc(SCc2nnc(-c3ccccc3)o2)n1-c1ccc(F)cc1F	-1%	12	27	-11%
CCC(C)Nc1ccc(NC(C)CC)cc1 (stereo not drawn)	6%	·	·	-4%
CCCCSc1nc2c(cc1C#N)CCC2	7%	-2	34	-12%
Nn1c(-c2ccccn2)nnc1-c1ccccn1	4%[2.29 µM]	-1	-4	-4%
Cc1c(NP(=O)(Oc2ccccc2F)Oc2ccccc2F)c(=O)n(-c2ccccc2)n1C	·	·	18	0%
Cc1ccc(Cn2cnc3ccccc32)cc1	39%[activator]	2	?	1%
CCC(C)C(=O)Nc1ccc(OC)cc1[N+](=O)[O-] (stereo not drawn)	·	·	8	-1%
O=C(NCCCN1CCCC1=O)c1nnc(Cc2c(F)cccc2Cl)o1	-1%	-7	15	3%
C=C(C)CNC(=S)N1CCNC(=O)C1CC(=O)OC (stereo not drawn)	·	·	19	-4%
O=C(NC1CCCCC1)N(CCN1CCCC1)Cc1cc2cc3c(cc2[nH]c1=O)OCCO3	26%	1	?	-3%
COc1ccc(NC(=O)COC(=O)c2ccc(OCc3c(C)noc3C)cc2)cc1OC	·	-6	50	-3%
CCC(C)NS(=O)(=O)c1ccc(OCC(=O)NCC2CCCO2)cc1 (stereo not drawn)	2%	8	0	0%
O=C(/C=C/Nc1cccc(C(F)(F)F)c1)C(F)(F)F	-8%	-1	?	-1%
COc1ccc(O[C@H]2C=C[C@@H](c3ccccc3)O[C@@H]2COC(=O)CC/C(C)=N/O[C@@H](C)c2cn([C@H](CO)Cc3ccccc3)nn2)cc1	·	·	32	-3%
CC1CN(c2nc3ccccc3nc2C(C#N)C(=O)OC2CCCCC2)CC(C)O1 (stereo not drawn)	-4%	3	?	-7%
COc1ccc(NC(=O)CN2CCN(S(=O)(=O)c3ccc(Cl)cc3)CC2)cc1Cl	23%	0	8	-20%
O=S(=O)(Nc1ccc(F)cc1)c1ccc(NC(=S)Nc2ccccc2)cc1	-22%	1	3	-7%
Cn1cc(C(=O)c2ccc(Cl)cc2Cl)cc1C(=O)N/N=C(\N)COc1ccc(Cl)cc1Cl	25%	-1	28	-5%
CC1=C(C)CC(C(=O)Nc2cccc(Cl)c2)C(C(=O)O)C1 (stereo not drawn)	-6%	-9	?	-5%
Cc1ccc2c(c1)c(N=NC(N)=S)c(O)n2Cc1ccccc1	·	·	20	-1%
Cc1cc(C)n(-c2nc(C)nc(N)n2)n1	1%	-3	?	-6%
COc1ccc(N(C(=O)Cn2cnc3ccccc32)C(C(=O)NC2CCCCC2)c2ccccc2)cc1 (stereo not drawn)	33%[activator][11.4 µM]	-7[1.84 µM]	?	0%
O=C(NCc1cccnc1)c1cc(Cl)ccc1[N+](=O)[O-]	·	·	-17	-2%
COCCN1CCN(c2c3c(nc4cc(-c5cccc(F)c5)nn24)CCC3)CC1	·	-1	195	2%
SMILES	15-hLO-2 inh	IMPase cell inh	PNC inhibitor	ALOX12 inhib
Clc1ccc(N2CCN(Cc3c[nH]c4ncccc34)CC2)cc1	51%&31%[activator]	1&-1	·	0%&3%
CC(=O)c1c(C)nc(-c2ccc3c(c2)OCO3)n1O	-9%	15	-8	-11%
COCC(=O)Nc1ccc(C(N)=O)cc1	-10%	2	14	-2%
CC1=CC(C)(C)NC(=S)N1c1cccc2ccccc12	·	?	0	-4%
Cc1nc(CSc2ccc(Cl)cc2)cc(N2CCOCC2)n1	2%	2	?	-6%
COc1ccc(-c2nn(-c3ccccc3)cc2/C=N/N2C(=O)CSC2=S)cc1	-17%	-14	48	?
COC(=O)c1[nH]c(C)c(/C(O)=C2\C(=O)C(=O)N(CCN3CCOCC3)C2c2cccnc2)c1C (stereo not drawn)	-9%	-7	-25	-5%
COc1cccc(/C=C(\C#N)C(=O)NC2CCS(=O)(=O)C2)c1 (stereo not drawn)	·	10	51	0%
CCCOC(=O)CCCC[C@H]1SC[C@@H](NC(=O)OC)[C@H]1NC(=O)OC	·	7	18	-3%
Oc1ccccc1N1CCN(c2ncccn2)CC1	-1%	3	?	4%
COc1cc2c(C(=O)N3CCN(c4ccccc4)CC3)c(C)oc2cc1Br	20%	2	?	-7%
COc1ccc(CN2C(=O)[C@@H]3C(c4ccccc4Cl)=NO[C@@H]3C2=O)cc1	-9%	?	16	-11%
O=C(Nc1cccc(-c2cnc3ccccc3n2)c1)c1ccc(Cl)cc1	-3%	4	-20	-11%
CCOC(=O)c1cc(-c2ccccc2)n(CC(=O)Nc2ccc(OC)c(OC)c2)c1C	·	·	-88*	-2%
CCCc1nc(SCc2ccccn2)c2c(=O)n(C)c(=O)n(C)c2n1	-2%	5	32	-1%
CCS(=O)(=O)N1CCN(C(C)CCc2ccccc2)CC1 (stereo not drawn)	·	2	?	-9%
COc1ccc(Cl)cc1NC(=O)NC(C)c1ccncc1 (stereo not drawn)	13%	5	33	1%
NC(=O)CC(NC(=S)NCc1ccccc1)C(=O)O (stereo not drawn)	-5%	-3	25	-1%
COc1ccc(CSCC(=O)N/N=C/c2ccccc2OCc2ccccc2)cc1	3%	-4	?	-4%
CN1CCN(CCOC2Cc3ccccc3Sc3ccc(Cl)cc32)CC1 (stereo not drawn)	·	·	66	9%
COc1ccc(OC)c(C(=O)c2coc3ccc(O)cc23)c1	-3%	10	27	-16%
Cc1ncsc1C(=O)N1N=C2/C(=C/c3ccc(N4CCOCC4)cc3)CCCC2C1c1ccc(N2CCOCC2)cc1 (stereo not drawn)	-5%	9	?	-5%
CCOc1ccccc1Oc1coc2cc(OC(=O)c3ccco3)ccc2c1=O	-4%	-12	26	-2%
CCCNS(=O)(=O)c1ccc(OCC(=O)Nc2ccccc2F)cc1	·	2	-112*	4%
COc1ccc(CC(=O)Nc2c3c(nn2-c2cccc(C)c2C)CS(=O)(=O)C3)cc1	-4%	-1	?	-2%
SMILES	15-hLO-2 inh	IMPase cell inh	PNC inhibitor	ALOX12 inhib
COC(=O)c1ccc(COc2cccc3c2CCN(Cc2cccc(C)c2)C3=O)o1	·	14	-1	-1%
Cc1ccc(/C=N\NC(=O)c2cc([N+](=O)[O-])cc([N+](=O)[O-])c2)o1	·	·	-6	-3%
CCN(CC)c1ccc2c(Cl)c(Br)c(=O)oc2c1	-25%	?	-25	-6%
COc1ccccc1N1CCN(C(=O)c2cccc3c(=O)c(C)c(-c4ccccc4)oc23)CC1	·	10	-16	1%
CCc1ccc(C(=O)N2CCCC2)s1	5%	1	?	2%
Cc1nc2c(-c3ccc(F)cc3)c(C)nn2c(C)c1CCC(=O)NCc1ccco1	7%	-4	-3	2%
Cc1ccc2cc(C(c3nnnn3C3CCCC3)N3CCN(c4ccccc4)CC3)c(=O)[nH]c2c1 (stereo not drawn)	1%	9	-26	-18%
COc1cc2c(cc1OC)[C@@H]1CC(=O)[C@@H](CC(C)C)CN1CC2	35%[activator]	·	·	3%
COc1ccc(/C=C(/C#N)c2cccnc2)cc1OC	·	·	121	-3%
O=[N+]([O-])c1ccc(N/N=C/c2cn(Cc3ccc(F)cc3)c3ccccc23)nc1	·	0	13	-1%
O=c1[nH][nH]c(-c2ccccc2O)c1C(C[N+](=O)[O-])c1ccc(Br)cc1 (stereo not drawn)	·	·	-2	-15%
C=CCNC(=S)Nc1cccc(NC(=S)NCC=C)c1	·	-9	?	0%
Cn1cc(Cl)c(C(=O)NC2CCCCCC2)n1	1%	0	-2	-1%
CN(Cc1ccc(C(C)(C)C)cc1)Cc1cccc2ccccc12	28%[0.0915 µM]	·	·	-1%[0.00818 µM]
Cc1cc(C)c2nc(SCCC#N)nc(C)c2c1	-3%	2	?	-7%
COc1ccc(N2CCN(c3nc(Cl)nc(Nc4ccc(F)cc4)n3)CC2)cc1	·	·	34	4%
CCn1c(COc2ccccc2)nc2ccccc21	·	16	-8	4%
COc1ccccc1N1CCN(C(c2ccccn2)c2nnnn2C2CCCCC2)CC1 (stereo not drawn)	-4%	?	-20	6%
O=C1CCC[C@@H]2CC(N3CCCCC3)C[C@@H]3CCN1[C@H]23 (stereo partly drawn)	-1%[0.0915 µM]	·	·	1%[0.00818 µM]
Cc1ccc(C(=O)OCC(=O)Nc2ncc(Cl)cc2Cl)cc1NC(=O)c1ccco1	-5%	0	40	0%
C=CCNC(=O)C1CCN(S(=O)(=O)c2ccc(Br)cc2)CC1	3%	-3	17	-3%
CC1CCc2c(C(=O)Nc3ccc(OC(F)(F)F)cc3)csc2C1 (stereo not drawn)	·	·	74	3%
NC(=O)/C(=N\OC(=O)c1ccco1)c1nc(-c2ccc(Br)cc2)cs1	6%	-4	3	-10%
FC(F)(F)c1cc(-c2ccccc2)nc(NCC2CCCO2)n1 (stereo not drawn)	3%	1	32	-9%
CCn1c(SCC(=O)OC)nnc1-c1ccncc1	·	-7[0.369 µM]	?	5%
SMILES	15-hLO-2 inh	IMPase cell inh	PNC inhibitor	ALOX12 inhib
COc1ccc(CC(=O)Nc2cccc(-c3nnc(-c4ccco4)o3)c2)cc1	-12%	-7	-14	-8%
c1ccc2oc(C3=NCCN3)cc2c1	23%	7	·	2%
OC1CCN(c2c3c(nc4cc(-c5cccc(F)c5)nn24)CCCC3)CC1	13%	7	-5	-10%
CCn1c(=O)cc(SCC(=O)Nc2cccnc2)c2ccccc21	2%	-7	?	-5%
CCOC(=O)N1CCN(c2cc(N3CCN(CC)CC3)c(F)cc2[N+](=O)[O-])CC1C (stereo not drawn)	34%[activator]	11	-13	1%
O=[N+]([O-])c1cccc(C=Nc2cc3c(cc2Br)OCCO3)c1	·	1	?	4%
Cc1nn(-c2ccccc2)c2c1C(=O)NC(=O)C(C)(C)C2	2%	8	16	4%
NC(=S)c1cc2ccc(O)cc2oc1=O	?	?	9	-12%
O=C(c1cccc(OC(F)F)c1)N1CCN(c2ncccn2)CC1	-5%	-6	?	10%
CCOC(=O)C(C)(C)N(Cc1ccccc1C)S(=O)(=O)c1ccc(Cl)c([N+](=O)[O-])c1	·	·	8	-1%
Cc1ccc(-n2nc3cc(C)c(NC(=O)c4cccnc4)cc3n2)cc1	·	?	22	0%
O=C(COc1ccc(/C=N/NC(=O)c2ccccc2O)cc1)Nc1ccc([N+](=O)[O-])cc1	·	·	?	-3%
CC(=O)c1cc(C#N)c(SCC(=O)OC(C)(C)C)nc1C	-4%	6	-7	-2%
O=C(Cc1ccccc1)NCCC1=CCCCC1	·	·	41	-1%
COc1ccc(Nc2nc(-c3ccccc3)c3ccccc3n2)cc1	·	15	?	-1%
COC(=O)c1[nH]c2cc(OC)c(OC)cc2c1NC(=O)CN1CCN(Cc2ccccc2)CC1	-1%	7	-10	1%

Entries of single compounds, looked up by structure. Order of screens: 15-hLO-2 inh	IMPase cell inh	PNC inhibitor	ALOX12 inhib
`CCOC(=O)C(C)(C)N(Cc1ccccc1C)S(=O)(=O)c1ccc(Cl)c([N+](=O)[O-])c1` reads ·	·	8	-1%
`Cc1ccc(Cn2cnc3ccccc32)cc1` reads 39%[activator]	2	?	1%
`COc1ccc(NC(=O)CN2CCN(S(=O)(=O)c3ccc(Cl)cc3)CC2)cc1Cl` reads 23%	0	8	-20%
`CCCc1nc(SCc2ccccn2)c2c(=O)n(C)c(=O)n(C)c2n1` reads -2%	5	32	-1%
`CCn1c(=O)cc(SCC(=O)Nc2cccnc2)c2ccccc21` reads 2%	-7	?	-5%

Compound activity as filed in PubChem.
